DAGLB inhibitor: blocks human DAGLB lipase activity; Q8NCG7; HEK293T DAGLB membrane lysate, EnzChek fluorogenic substrate; inhibition, % at 5.17 µM; hit rate 0.059% among 340,000; AID 504411; in the data active = inhibition above about 34%;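 note: 0% = enzyme with vehicle and 100% = wells lacking enzyme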
Arr AP2 block: human beta-arrestin and AP2 interaction inhibition; hit rate 0.31% among 340,000; FITC-arrestin peptide / GST-AP2 beads, flow cytometry; AP2 beta2 appendage carries R879A mutation; inhibition, % at 10 µM; AID 504490;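 active = inhibition above a set limit, near 3 SD of compounds lacking own fluorescence, cut at about 54% in these data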;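 note: plate controls were DMSO wells for no effect and 5 µM unlabelled arrestin peptide for full effect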
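System: GST-AP2 R879A glutathione beads | Also added: FITC-arrestin peptide, 50 nM | Times: 12 min plus 1 h, RT | Signal: Bead flow cytometry, FITC channel | Buffer or medium: PBS with 0.05% Tween 20 and 0.1% BSA | Read-out basis: Percent drop in bead-associated FITC signal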
MOR-DOR ag: agonists of human mu-delta opioid receptor heterodimerization; P35372+P41143; cells, OPRM1-OPRD1 heterodimerization, luminescence; activation, % at 9.3 µM; hit rate 0.3% among 340,000; AID 504326; in the data active = activation above about 18%;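 note: 0% = vehicle-treated cells and 100% = reference agonist; values of inactives mirror those of a sister screen read the other way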
PKA-R1A act: activators of PKA-R1A complex; P00514+P68181; hit rate 0.083% among 340,000; activation, % at 11.4 µM; PKA-R1A dissociation, Cy5-IP20 fluorescence polarization; scaled: DMSO 0%, 113 µM cGMP 100%; AID 504707;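 active = percent activation above the mean of all tested compounds plus 3 SD, cut at about 19% in these data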;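 note: higher means more PKAc released from R1A so a rise in polarization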
Pemphigus Ab inh: inhibitors of pemphigus antibody binding to human desmoglein-3; binding (percent of control), % at 10 µM; P32926; hit rate 0.48% among 310,000; DSG3-coupled beads, scFv-anti-DSG3-GFP binding, flow cytometry; active compounds read low;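 active = binding more than 3 SD below its plate's average and above zero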;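 note: hits lower antibody fragment binding to DSG3; some compounds called inactive have numbers as strong as hits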
Target sequence (P32926 whole entry, looked up, the tested form may be a part): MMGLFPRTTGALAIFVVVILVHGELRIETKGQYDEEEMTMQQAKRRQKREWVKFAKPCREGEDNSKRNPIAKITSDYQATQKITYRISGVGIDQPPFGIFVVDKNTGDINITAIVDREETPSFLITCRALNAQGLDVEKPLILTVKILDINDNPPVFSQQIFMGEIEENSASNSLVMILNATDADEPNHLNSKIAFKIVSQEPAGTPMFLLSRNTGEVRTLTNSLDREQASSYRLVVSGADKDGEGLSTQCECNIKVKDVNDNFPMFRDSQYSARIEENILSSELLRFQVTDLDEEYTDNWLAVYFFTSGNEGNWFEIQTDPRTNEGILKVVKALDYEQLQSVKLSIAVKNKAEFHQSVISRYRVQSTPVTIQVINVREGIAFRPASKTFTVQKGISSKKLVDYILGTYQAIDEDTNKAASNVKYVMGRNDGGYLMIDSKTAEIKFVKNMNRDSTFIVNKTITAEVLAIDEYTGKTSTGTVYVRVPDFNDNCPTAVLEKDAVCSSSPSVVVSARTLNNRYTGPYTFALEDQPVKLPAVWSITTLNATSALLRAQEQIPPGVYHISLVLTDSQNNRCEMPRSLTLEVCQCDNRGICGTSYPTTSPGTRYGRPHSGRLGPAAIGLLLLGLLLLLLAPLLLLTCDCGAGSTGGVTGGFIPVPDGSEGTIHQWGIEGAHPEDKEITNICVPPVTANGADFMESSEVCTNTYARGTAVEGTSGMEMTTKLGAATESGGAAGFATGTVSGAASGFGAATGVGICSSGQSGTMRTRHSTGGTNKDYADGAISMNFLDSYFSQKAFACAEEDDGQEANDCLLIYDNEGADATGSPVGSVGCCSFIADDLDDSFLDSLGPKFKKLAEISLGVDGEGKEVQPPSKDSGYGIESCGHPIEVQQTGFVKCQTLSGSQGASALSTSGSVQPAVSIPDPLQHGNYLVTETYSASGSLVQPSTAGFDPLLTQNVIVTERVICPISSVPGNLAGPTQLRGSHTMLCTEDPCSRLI
HTR5A ag: counter-screen for OPRM1-OPRD1 agonists: human HTR5A agonism | HTR5A agonist assay, luminescence, cell-based | P47898 | activation, % at 9.3 µM | hit rate 0.61% among 340,000 | AID 504692; in the data active = activation mostly above about 9.5%, no sharp cut-off; inactive = mostly below about 7.6%;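 note: 0% = cells with vehicle only and 100% = reference agonist; strong numbers were not always called active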
MOR-DOR inv ag: inverse agonists of human mu-delta opioid receptor heterodimerization | P35372+P41143 | cell-based MOR-DOR heterodimer luminescence, inverse agonism | inhibition, % at 9.3 µM | hit rate 0.21% among 340,000 | AID 504357; in the data active = inhibition above about 22%, passing the limit was not always enough;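 note: 0% = cells with DMSO and 100% = wells without cells with DMSO; values of inactives mirror those of a sister screen read the other way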
PKA-R2B act: activates the human PKA-R2B holoenzyme complex. hit rate 0.079% among 340,000. activation, % at 11.4 µM. P22694+P31323. PKA-R2B holoenzyme dissociation, Cy5-IP20 fluorescence polarization; R2B truncated from residue 108, S112A mutant; 0% DMSO only, 100% 113 µM cGMP. AID 504700;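 active = activation above a cutoff set at the mean over all compounds plus 3 SD, cut at about 18% in these data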;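 note: higher means more holoenzyme dissociation and a rise in polarization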
V-ATPase pH: alters yeast V-ATPase proton transport. S. cerevisiae, pHLuorin cytosolic pH fluorescence. hit rate 0.37% among 350,000. response, % at 10 µM. AID 504577; in the data active = response mostly above about 7.3%, no sharp cut-off; inactive = mostly below about 5.4%; note: actives read high; inactives centre near 0; some compounds called inactive have numbers as strong as hits; reference of the scale not given here
HTR5A inv ctr: HTR5A inverse agonism, opioid heterodimer counter-screen. P47898. inhibition, % at 9.3 µM. HTR5A cell line, luminescence. hit rate 0.083% among 340,000; in the data active = inhibition mostly above about 23%, no sharp cut-off; inactive = mostly below about 18%;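 note: 0% = cells with DMSO and 100% = no-cell wells with DMSO; some compounds called inactive have numbers as strong as hits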
An asterisk follows results filed as active; x = no result given.

Each structure is followed by: MOR-DOR ag | V-ATPase pH | Arr AP2 block | MOR-DOR inv ag | DAGLB inhibitor | PKA-R2B act | HTR5A inv ctr | Pemphigus Ab inh | HTR5A ag | PKA-R1A act
- Cc1nnc(SCC(=O)NC2CCCc3ccccc32)n1-c1ccccc1 (configuration not stated)
  -4.3 | 1 | -7 | 23 | 1 | -1 | -26 | 93 | 10 | -9
- CCOC(=O)c1c(C)[nH]c(C(=O)COC(=O)C2(C)CC2(Cl)Cl)c1C (configuration not stated)
  12 | 2 | -4 | -54 | -6 | -1 | -2 | 106 | 1 | -12
- O=C(c1ccccc1CCc1ccccc1)N1CCOCC1
  -1.1 | -1 | 14 | 6 | 3 | -2 | 15 | 109 | -4 | 0
- CCCCn1c(SCC(=O)N2CCOCC2)nc2c1c(=O)n(C)c(=O)n2C
  -3.0 | 2 | -9 | 16 | 0 | -8 | 5 | 108 | -2 | -11
- COc1cc(NC(=O)CCl)ccc(=O)c1
  x | 0 | x | x | -4 | -11 | x | 103 | x | -6
- COc1ccc(OC)c(CNC(=O)CCc2cn(C)c3ccccc23)c1
  -3.6 | -1 | 12 | 16 | -3 | -4 | 12 | 97 | -3 | -14
- CCCNS(=O)(=O)c1ccc(CCC(=O)N2CCN(CC)CC2)cc1
  -1.6 | 5 | 15 | 9 | -1 | -7 | 4 | 101 | 3 | -8
- COc1cccc(-n2c(=O)[nH]cc(C(=O)Nc3ccc4c(c3)OCCO4)c2=O)c1
  -0.4 | 6 | 1 | 2 | -1 | -7 | 8 | 107 | -3 | -6
- CC1(C)C(=O)OC(c2c3ccccc3cc3ccccc23)C(C)(C)C1=O (configuration not stated)
  2.4 | -1 | 10 | -12 | -10 | -4 | 27 | x | -2 | -11
- O=S(=O)(NCCCc1ccccc1)c1cccc2nsnc12
  -1.4 | -1 | 1 | 8 | -1 | -4 | 31 | 128 | 0 | -6
- COc1cc2ccnc(C=O)c2cc1OC
  x | -2 | x | x | -8 | -6 | x | 101 | x | -3
- COc1cc(OC)c(NC2=CC(=O)C(=O)c3ccccc32)cc1Cl
  6.0 | 2 | 0 | -28 | 13 | -5 | 10 | 114 | -3 | -16
- O=C(O)Cn1c(P(=O)(O)c2ccccc2)nc2ccccc21
  -1.0 | -5 | 11 | 6 | -5 | 5 | 5 | 106 | 0 | 3
- COc1ccccc1N1CCN(c2nc(C)cc(=O)[nH]2)CC1
  -1.8 | 0 | 0 | 9 | -1 | -1 | 12 | 103 | -3 | -5
- COc1ccc(S(=O)(=O)N2CCC(C(=O)N3CCCCC3)CC2)cc1OC
  -0.3 | 2 | -17 | 2 | 0 | -6 | 18 | 101 | 0 | 2
- CN=c1scc(C)n1/N=C/c1ccc2c(c1)OCO2
  -1.8 | 3 | 16 | 9 | -5 | 10 | 11 | 97 | -4 | -19
- CCc1noc(C)c1C(=O)N1CC(C)OC(C)C1 (configuration not stated)
  -2.4 | 0 | 12 | 12 | -2 | -12 | 12 | 96 | -5 | 4
- CCOC(=O)N1CCC(NC(=O)CSCc2cnn(-c3ccccc3)c2-n2cccc2)CC1
  -2.9 | 0 | -1 | 16 | -7 | -13 | 7 | 103 | -2 | -11
- CN(C)C(=O)NC(Nc1ccc(Cl)cc1Cl)C(Cl)(Cl)Cl (configuration not stated)
  1.0 | 0 | -1 | -6 | 1 | -10 | 2 | 95 | -3 | -4
- O=C(CCC(=O)N(CC(=O)NC1CCCCC1)Cc1cccs1)Nc1nccs1
  -1.8 | -33 | 30 | 9 | -1 | 2 | 8 | 87 | 6 | -4
- CC(C)CCC1(C)NC(=O)N(CC(=O)Nc2ccc3c(c2)OCCO3)C1=O (configuration not stated)
  -4.7 | x | -11 | 18 | 0 | -4 | 6 | 101 | -3 | 1
- N#C/C(=C/c1ccc(-c2cccc([N+](=O)[O-])c2)o1)C(=O)Nc1nc(-c2cccs2)cs1
  -2.8 | -2 | 4 | 14 | 6 | -2 | 8 | 114 | -2 | -6
- CC1CN(CCC(=O)Nc2ccccc2F)CC(C)O1 (configuration not stated)
  0.0 | -2 | 14 | 0 | -2 | 1 | 6 | 98 | -2 | -8
- Cc1cc(NS(=O)(=O)c2ccc(NC(=O)c3cnc4sccn4c3=O)cc2)nc(C)n1
  -1.4 | -1 | -1 | 8 | 0 | 0 | -22 | 106 | 2 | 4
- CC1CCCCN1CC(=O)Nc1sc2c(c1C#N)CCC2 (configuration not stated)
  1.1 | 2 | -3 | -7 | -2 | 0 | -9 | 98 | 4 | -5
- CN(C)CCNS(=O)(=O)c1ccc(Cl)cc1
  -1.2 | 0 | 5 | 7 | -1 | -11 | 4 | x | 0 | -1
- O=C(CN(C(=O)c1ccccc1)C(=O)c1ccccc1)OCc1ccccc1
  0.9 | -2 | -5 | -5 | -5 | 9 | 8 | 92 | -2 | 2
- COc1ccc(CN2CCC[C@]3(N[C@H](c4ccc(C)cc4)[C@@H]4C(=O)N(C)C(=O)[C@@H]43)C2=O)cc1
  x | 1 | x | x | 0 | -9 | x | x | x | -7
- COc1cc2cc(CCCOC(=O)c3ccc(Br)cc3)oc(=O)c2cc1OC
  -2.8 | 3 | -3 | 15 | -3 | -1 | 4 | 107 | -2 | 1
- COCCN1CCN(C(=O)c2cc(COc3ccc(Cl)cc3OC)on2)CC1
  0.3 | -4 | 8 | -1 | -1 | 13 | -9 | 101 | 0 | 4
- O=C(CN1C(=O)C2CC=CCC2C1=O)NCc1cccs1 (configuration not stated)
  -1.3 | -1 | -9 | 7 | 0 | -14 | 2 | 96 | -1 | -11
- COc1ccccc1N1CCN(S(=O)(=O)CCNC(=O)Cc2ccc(F)cc2)CC1
  -2.5 | 1 | -10 | 13 | -2 | -4 | 0 | 107 | 0 | -4
- c1ccc2c(c1)Cn1c-2nc2ccccc21
  -0.6 | 1 | -6 | 3 | 1 | -3 | -13 | 104 | 1 | -2
- CC1CCCN(C(=O)CCCC(=O)N2CCCC(C)C2)C1 (configuration not stated)
  -2.4 | 2 | -6 | 10 | 0 | -2 | 2 | x | -1 | 6
- NC(=O)c1nsc(C(=O)N(Cc2ccco2)C(C(=O)NCC2CCCO2)c2ccc(F)cc2)c1N (configuration not stated)
  -3.8 | -2 | 15 | 20 | -2 | 3 | -13 | 107 | 5 | 5
- Cc1ccc(OCCC(=O)OCC(=O)NCCc2ccccc2)cc1
  -1.4 | 0 | 7 | 7 | -3 | 10 | 20 | 108 | 0 | -2
- Cc1ccc(SCC(=O)NCc2ccco2)cc1
  -1.1 | -1 | -7 | 6 | -6 | 4 | -25 | 117 | 1 | 5
- Cc1cc(-c2nc(-c3ccncc3)no2)ccc1[N+](=O)[O-]
  -1.5 | 3 | 8 | 8 | -5 | -1 | 4 | 96 | -1 | -8
- Nc1nc(-c2cc3ccccc3o2)cs1
  -1.6 | -3 | 13 | 8 | -2 | 2 | -10 | 98 | 3 | 6
- COc1ccc(CNC(=O)c2cccc(N3CCCC3=O)c2)cc1
  0.6 | 12 | 5 | -3 | -1 | 5 | 12 | 94 | 7 | 1
- Cc1ccc(NC(=O)CN(C)C(=O)CCSc2ccc(F)cc2)cc1
  -0.1 | -3 | 0 | 0 | -2 | -3 | -14 | 102 | 4 | -9
- Cc1ccc2c(c1)c1c(n2CCc2ccc(C)nc2)CCN(C)C1
  -0.7 | -2 | 28 | 4 | -2 | -10 | 16 | 110 | -6 | -5
- CC1=C(C(=O)OC(C)(C)C)C(c2cccs2)NC(=O)N1 (configuration not stated)
  -0.1 | -3 | 37 | 1 | 0 | -12 | 5 | 100 | -2 | 4
- O=C(c1ccc(Cl)c(S(=O)(=O)N2CCCC2)c1)N1CCOCC1
  -4.2 | -3 | 28 | 22 | 0 | 9 | 4 | 104 | -2 | -9
- Cc1cc(S(=O)(=O)NCc2ccncc2)c(C)cc1Br
  -1.2 | -2 | 35 | 7 | -2 | -5 | 2 | 116 | 0 | -4
- O=C(N/N=C/c1ccco1)c1cc([N+](=O)[O-])cc([N+](=O)[O-])c1
  4.7 | 9 | 2 | -24 | 1 | 1 | 1 | 102 | -3 | -13
- O=C(Nc1ccc([N+](=O)[O-])cc1)c1ccc(Cn2cc([N+](=O)[O-])cn2)cc1
  3.7 | 0 | 3 | -27 | 2 | -2 | -12 | 102 | 0 | -1
- O=S(=O)(c1cccc(-c2nc3ccccc3s2)c1)N1CCOCC1
  -1.3 | -2 | 24 | 7 | -1 | -2 | 5 | 97 | 0 | 7
- CCOc1ccc(Cl)cc1/C=N/O
  -0.3 | -1 | -2 | 2 | -4 | -3 | 3 | 104 | 2 | -4
- COc1ccc(-c2cc(=O)oc3cc(OC(C)C(=O)NCCCn4ccnc4)ccc23)cc1 (configuration not stated)
  -2.4 | 3 | -2 | 12 | -2 | -7 | 12 | 102 | -5 | -3
- O=C(Cc1ccc(Cl)cc1)Nc1cccc(-c2nnc(-c3ccco3)o2)c1
  4.4 | 1 | 7 | -22 | -2 | -10 | -6 | x | 2 | -18
- COc1ccc(CN(CCO)CCO)cc1[N+](=O)[O-]
  -1.4 | 1 | -6 | 10 | 1 | -2 | 22 | 100 | -3 | 4
- CN(C)CCNC(C(=O)Nc1cc(Cl)cc(Cl)c1)c1ccccc1 (configuration not stated)
  0.2 | 8 | -7 | -1 | 0 | -4 | 17 | x | 0 | 2
- c1ccc(-c2cc3c(N4CCOCC4)ncnc3s2)cc1
  -0.7 | -4 | 9 | 4 | -3 | 2 | 12 | 100 | -4 | -6
- Clc1cccc(Cl)c1CSc1cc2c(nn1)-c1ccccc1CC2
  -1.1 | 0 | -9 | 6 | 1 | 7 | -4 | 103 | 2 | -2
- O=C(Cn1cc(C(F)(F)F)ccc1=O)N/N=C/c1ccc(Cl)c(Cl)c1
  4.2 | -4 | 4 | -21 | 4 | -13 | -1 | 104 | 0 | 3
- CC(C)(C)c1ccc(O)c(N=Cc2cc(Br)ccc2O)c1
  0.6 | 2 | 9 | -3 | 3 | -6 | 38 | 110 | -6 | 1
- O=C(C=C1SCCS1)/C=C/c1ccco1
  -0.8 | 1 | 3 | 4 | -1 | 6 | -7 | 101 | 3 | 5
- Cc1cccc(NC(=O)c2ccc(F)c(S(=O)(=O)N3CCC4(CC3)OCCO4)c2)c1
  -2.6 | 9 | 2 | 13 | 0 | -3 | -13 | 102 | 3 | -3

An excerpt of the results above, as a working copy:
Each structure is followed by: MOR-DOR ag | V-ATPase pH | Arr AP2 block | MOR-DOR inv ag | DAGLB inhibitor | PKA-R2B act | HTR5A inv ctr | Pemphigus Ab inh | HTR5A ag | PKA-R1A act
- O=C(CN1C(=O)C2CC=CCC2C1=O)NCc1cccs1 (configuration not stated)
  -1.3 | -1 | -9 | 7 | 0 | -14 | 2 | 96 | -1 | -11
- COc1ccccc1N1CCN(S(=O)(=O)CCNC(=O)Cc2ccc(F)cc2)CC1
  -2.5 | 1 | -10 | 13 | -2 | -4 | 0 | 107 | 0 | -4
